From PubChem BioAssay
AID2073 – disruptors of CaV2.2 binding to Mint1 – biochemical, HTRF (AID 2073) | HTRF protein-protein interaction, Mint1-CaV2.2; higher % means a stronger effect | inhibition, % at 20 µM, or IC50 in µM where a hit was titrated | hit rate 0.19% among 290,000; in the data active = inhibition mostly above about 51%, no sharp cut-off; also: some results filed as inactive read as strong as hits
WT yeast gro inh – growth inhibition of WT yeast, mitochondrial fusion screen | mitochondrial fusion phenotypic screen, WT strain | inhibition, % at 10 µM | hit rate 2.1% among 190,000 | AID 1362; in the data active = inhibition above about 58%; tested in S. cerevisiae
HIV peptide binding – cell-free HIV fusion peptide-binding blockers – biochemical, uHTS, fluorescence dequenching, primary screen (AID 1986). cell-free peptide binding, fluorescence dequenching, 30 min; higher % means a stronger effect. one-dose inhibition, % at 20 µM; IC50 in µM for titrated hits. hit rate 0.3% among 290,000; in the data active = inhibition mostly above about 52%, no sharp cut-off; inactive = mostly below about 76%; also: some results filed as inactive read as strong as hits
Dynein transport – blocks dynein driven cargo transport along microtubules; z-score, hits read low; hit rate 0.47% among 220,000; 3617.4 mouse cells, GR-EGFP nuclear translocation imaging; test concentration mostly 20 µM; stimulated with dexamethasone, 1 µM; stronger effect = lower value;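 active = plate z-score of nuclear minus cytoplasmic receptor signal below a set negative limit, without overly bright fluorescence or cell loss, cut at about -3.5 in these data, passing the limit was not always enough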;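 also: z-score of nuclear minus cytoplasmic ring GR-EGFP intensity difference per well; some compounds called inactive have numbers as strong as hits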
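Also added: dexamethasone, 1.0 µM final. Medium: tet-free, stripped-serum medium. Detection: fixed, Hoechst-stained cells imaged at 10x for EGFP. Read-out: nuclear-to-cytoplasmic GR-EGFP distribution per well. Times: induction 48 h, compound 1 h, agonist 30 min.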
Ins promoter up – MIN6 insulin promoter up-regulation; z-score at 5 µM; MIN6 insulin promoter-GFP reporter, high-content imaging; stronger effect = higher value; hit rate 0.3% among 190,000;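 active = z-score above 3 at 5 µM with at least 500 cells counted in the well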
Yfh1-depleted yeast – mitochondrial function rescue without frataxin homolog – Friedreich's ataxia, plus single-dose screen, dose response (AID 1465). hit rate 0.074% among 220,000. one-dose fold induction at 50 µM; EC50 in µM for titrated hits. S. cerevisiae Yfh1-off respiration, WST-1 reduction, 72 h; higher fold induction means a stronger effect;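 active = fold induction of absorbance versus untreated yeast above a set limit, then at least 30% activation at any dose in follow-up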;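 also: activators that raise dye reduction in frataxin-depleted yeast; strong numbers were not always called active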
bCat nuc transl – beta-catenin nuclear translocation modulation; HeLa beta-catenin nuclear translocation, immunofluorescence imaging; nuclear translocation activity, % at 5 µM; hit rate 0.3% among 190,000; AID 1665;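 active = nuclear translocation activity above 50% at 5 µM, with a well cell count of 50 or more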;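 also: per-cell ratio of nuclear to cytoplasmic median beta-catenin stain intensity; plate controls were DMSO negative control for no effect and GSK-3 inhibitor IX positive control for full effect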
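System: HeLa cells, endogenous beta-catenin; compound dosing: 5 µM primary single dose, 0.1% DMSO, 0.02–20 µM confirmation series; incubation: 24 h compound exposure at 37°C, 5% CO2; signal: beta-catenin immunofluorescence imaging with DAPI; evaluation: % activation, nuclear-to-cytoplasmic median beta-catenin signal ratio per cell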
MT stabilize HCS – microtubule stabilization, imaging screen; HeLa tubulin immunostaining HCS, 24 h; share of cells brighter than vehicle mean+2SD; % tubulin-high responders, % at 10 µM; hit rate 0.83% among 200,000; AID 2205;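 active = plate Z-score above 3 for both tubulin-high and condensed-nucleus cell shares, with cell loss under 80%, at 10 µM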;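 also: anti alpha tubulin signal scored within the nucleus-defined area of each cell; some results filed as inactive read as strong as hits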
Autophagy mod – autophagy modulation, high-content screen; MEF GFP-LC3 puncta imaging; test concentration mostly 10 µM; calls only at 10 µM (by protocol); hit rate 0.98% among 190,000; AID 463193;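 active = percentage of spot-positive cells more than 3 SD above its plate mean, without a fluorescence outlier flag or 80% toxicity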;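 also: spot-positive cell cutoff set from DMSO-treated cells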
WT yeast gro inh mutant strain – also measured in WT yeast gro inh; calls as there; inhibition, %; mitochondrial fusion phenotypic screen, mutant strain inhibition
Dynein transport cytoplasmic EGFP – further read-out of Dynein transport, marked with its call; z-score; measured here: cytoplasmic GR-EGFP intensity; stronger effect = higher value
Dynein transport nuclear GR-EGFP – also measured in Dynein transport; calls as there; z-score; measured here: nuclear GR-EGFP intensity;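 lower value marks the stronger effect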
Dynein transport cell count – second read-out of Dynein transport, no call of its own (marks repeat the call); z-score; measured here: cell count per field
Ins promoter up cell count – also measured in Ins promoter up; calls as there; cell count; measured here: cytotoxicity, nuclei count;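 total cells summed across four imaged fields per well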
bCat nuc transl cell count 5 µM – also measured in bCat nuc transl; calls as there; cell count; measured here: cell count, cytotoxicity flag
MT stabilize HCS Hoechst-high % – further read-out of MT stabilize HCS, marked with its call; % Hoechst-high responders; measured here: nuclear condensation Hoechst responders;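 share of cells brighter than vehicle mean plus two SD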
MT stabilize HCS cytotoxicity % – second read-out of MT stabilize HCS, no call of its own (marks repeat the call); toxicity, %; measured here: cytotoxicity by cell density;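 0% = mean cell density of plate MIN control wells and 100% = no cells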
Autophagy mod cell loss 18 h – also measured in Autophagy mod; calls as there; toxicity, %; measured here: cell loss, nuclei count;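 cell loss after 18 h compound exposure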
* = called active by the depositor; i = inactive; . = no result given; + = active, no number.

SMILES	AID2073	WT yeast gro inh	WT yeast gro inh mutant strain	HIV peptide binding	Dynein transport	Dynein transport cytoplasmic EGFP	Dynein transport nuclear GR-EGFP	Dynein transport cell count	Ins promoter up	Ins promoter up cell count	Yfh1-depleted yeast	bCat nuc transl	bCat nuc transl cell count 5 µM	MT stabilize HCS	MT stabilize HCS Hoechst-high %	MT stabilize HCS cytotoxicity %	Autophagy mod	Autophagy mod cell loss 18 h
O=C(Nc1cccnc1)C1CCCN1S(=O)(=O)c1ccc(Cl)c(Cl)c1 (stereo not drawn)	-0.8%	9.9	-19.7	-1.3%	-0.329	-0.0582	-0.199	0.123	-0.87	1379	i	-3.5	1129	3.9	2.7	3.3	i	-3.4
Cc1ccc(NC(=O)Cn2c(O)c(N=NC(=O)c3cc([N+](=O)[O-])ccc3O)c3ccccc32)cc1	9.6%	.	.	56.8%	-0.22	-0.238	-0.0849	0.201	-0.03	1005	i	0.0	1349	.	.	.	.	.
Cc1ccc(C2CC(c3ccccc3OC(F)F)Nc3ncnn32)cc1 (stereo not drawn)	3.7%	-4.7	13.2	0.8%	-0.967	-0.193	-0.0678	0.884	-0.06	1195	i	1.6	950	2.5	1.5	8.9	i	5.8
Cc1cc(C(=O)Nc2cnn(Cc3ccc(Cl)cc3Cl)c2)no1	1.8%	-16.1	-1.4	-1.8%	-0.872	-0.153	-0.45	1.99	.	.	i	.	.	2.1	2.0	3.1	i	7.5
COc1ccc(NC(=O)CCS(=O)(=O)c2ccccc2)c(OC)c1	0.8%	6.8	9.5	-2.0%	-1.2	-0.161	0.211	0.0266	0.02	1256	i	-1.0	1182	2.4	1.8	5.5	i	6.0
Cc1cc(=O)n2[nH]c(-c3sccc3-n3c(C)ccc3C)cc2n1	42.6%	-11.0	16.7	23.1%	0.297	-0.326	0.421	-0.375	0.56	1215	i	-0.8	1108	5.6	2.4	12.6	i	1.1
c1ccc(-c2nn[nH]n2)nc1	19.1%	.	.	0.6%	-0.572	0.245	0.22	0.748	-0.19	1018	i	-0.7	1355	.	.	.	.	.
CSc1nc2nc(C)cc(-c3ccccc3)n2n1	4.1%	3.4	2.1	0.3%	-0.579	-0.226	-0.467	-0.366	.	.	i	.	.	3.3	1.4	4.8	i	-5.3
O=C1CCC([N+](=O)[O-])C(c2ccc(Cl)cc2)N1 (stereo not drawn)	-1.3%	2.1	-1.8	1.0%	0.559	-0.217	-0.683	-0.974	-0.1	1574	i	1.0	1375	3.4	1.7	0.8	i	0.8
Cc1ccn2cc(CNC(=O)c3ccc(Br)o3)nc2c1	8.6%	-0.3	1.7	0.6%	-0.0912	-0.229	-0.0289	0.192	1.78	868	i	.	.	3.1	3.6	7.1	i	7.0
O=C1NN(c2ccc(F)cc2)C(=O)/C1=C\C=C\c1ccco1	14.0%	-2.0	-3.1	64.9%	-1.16	-0.0244	-0.749	-0.343	0.69	1268	i	-0.4	1012	3.3	1.7	1.0	i	-13.3
CNCCCOc1ccc(Cl)cc1C(C)(C)C	1.0%	29.3	33.4	-1.6%	3.16	-0.175	1.4	-0.402	-0.16	1197	i	1.0	1451	3.7	1.5	5.4	i	15.5
S=C(NCc1ccc(Cl)cc1)N1CCN(c2ccccn2)CC1	-3.2%	-7.4	-8.6	7.1%	-0.539	-0.189	-0.319	0.197	0.37	1629	i	-5.2	1145	2.5	1.5	9.1	i	-20.6
O=C(N/N=C/c1c(O)ccc2ccccc12)c1ccc[n+](CCO)c1	-15.3%	-11.5	-10.4	1.2%	0.529	-0.13	0.298	-0.308	0.42	1191	i	-1.0	1078	3.5	1.8	2.2	i	12.8
Cc1cccc(N2CCN(C(=O)N3CCCCC3)CC2)c1C	-10.6%	28.5	5.6	-0.9%	-0.106	-0.0435	-0.362	0.814	-0.47	1030	i	2.5	1025	3.4	1.6	8.4	i	12.1
COc1ccc2c(c1)nc(SCC(O)c1ccccc1)n2C (stereo not drawn)	3.3%	-1.8	-4.2	0.4%	-1.07	-0.352	-0.604	1.14	-0.29	1150	i	-0.2	1499	2.1	2.0	9.7	i	-0.9
Cc1ccc([N+](=O)[O-])c(OCCN2C(=O)NC(C)(C)C2=O)c1	-2.7%	11.8	10.4	-0.8%	-0.666	-0.244	0.287	1	0.91	1598	i	1.2	933	3.9	1.8	7.1	i	-7.4
CCCOc1ccc(C2C(C(=O)c3ccc(C)o3)=C(O)C(=O)N2CCN2CCOCC2)cc1OC (stereo not drawn)	-1.2%	0.3	-2.7	1.2%	0.208	-0.164	0.0369	-0.126	-0.42	1526	i	-0.9	1496	3.4	2.2	9.3	i	49.7
CCNC(=S)N1CCN(Cc2ccc3c(c2)OCO3)CC1	-4.3%	2.3	4.4	0.4%	-0.592	-0.353	-0.0336	0.873	-0.09	1426	i	-0.8	1014	1.4	1.0	6.4	i	12.0
COC(=O)c1cc(OC)c(OC)cc1NC(=O)Nc1ccc(OC)cc1OC	3.8%	56.3	63.4	-1.5%	0.386	0.351	1.11	-1.82	0.3	1191	i	-2.4	1243	2.1	1.3	6.3	i	-4.0
CCn1ncc(CNC(=O)CCCSc2nc(-c3ccco3)cc(C(F)(F)F)n2)c1C	-1.6%	-3.0	-12.0	2.3%	0.679	-0.233	0.274	-0.834	-0.63	1113	i	3.1	444	4.4	2.8	4.3	i	3.0
CCCS(=O)(=O)c1c(S(=O)(=O)CCC)c2cc(-c3ccncc3)ccn2c1C(=O)OC	15.3%	-1.7	-3.2	-0.3%	-0.696	-0.306	-0.521	0.995	-0.41	1395	i	0.7	1071	3.5	2.0	4.5	i	-0.1
Cc1nnsc1C(=O)NC(C)C12CC3CC(CC(C3)C1)C2 (stereo not drawn)	7.9%	8.8	26.1	0.4%	0.406	-0.193	0.537	-0.424	0.15	1640	i	-1.3	1367	2.4	2.2	4.4	i	-13.4
Cn1nnc2cc(C(=O)Nc3ccc4ccccc4c3)ccc21	7.0%	0.2	-10.0	0.6%	-0.687	-0.335	0.00784	0.944	-0.2	1427	i	-0.5	1530	1.1	1.9	7.3	i	-1.3
COc1cccc(Nc2nc3ccccc3n3nnnc23)c1	12.6%	22.8	31.0	2.0%	1.92	-0.115	0.872	-0.481	-0.05	956	i	.	.	3.8	1.0	17.4	i	4.2
(list continues)
SMILES	AID2073	WT yeast gro inh	WT yeast gro inh mutant strain	HIV peptide binding	Dynein transport	Dynein transport cytoplasmic EGFP	Dynein transport nuclear GR-EGFP	Dynein transport cell count	Ins promoter up	Ins promoter up cell count	Yfh1-depleted yeast	bCat nuc transl	bCat nuc transl cell count 5 µM	MT stabilize HCS	MT stabilize HCS Hoechst-high %	MT stabilize HCS cytotoxicity %	Autophagy mod	Autophagy mod cell loss 18 h
Cc1n[nH]c(=S)n1/N=C/c1ccccc1	30.5%	0.3	-9.2	1.5%	-0.432	-0.309	-0.575	0.77	-0.27	1285	i	.	.	4.4	3.5	7.3	i	1.7
O=C1CC(c2ccc(F)cc2)SC(N(c2ccccc2)c2ccccc2)=N1 (stereo not drawn)	10.4%	17.2	-11.1	1.9%	0.508	-0.246	0.156	-0.513	-0.18	1188	i	0.4	932	4.2	2.0	8.2	i	13.3
O=Cc1cccc(Oc2ncccn2)c1	7.9%	4.0	4.1	-0.9%	-0.836	-0.291	-0.449	0.602	0.01	1297	i	4.5	1126	1.1	1.1	0.9	i	13.0
CCc1noc(C)c1C(=O)Nc1nc(-c2ccc(Cl)cc2Cl)c(C)s1	13.1%	21.7	28.4	2.9%	-0.25	-0.21	0.0897	1.05	-0.66	885	i	.	.	1.4	1.7	9.7	i	-4.9
O=c1c2ccccc2oc2ncccc12	-5.4%	5.3	12.8	0.6%	-0.66	-0.325	-0.592	0.856	0.65	1258	i	1.6	1029	3.9	4.2	6.8	i	-16.1
COc1ccc(NC(=O)c2ccc(N(C)S(C)(=O)=O)cc2)cc1OC	5.7%	12.1	-15.2	1.0%	-0.192	-0.243	-0.111	0.0972	0.53	1268	i	-0.5	1181	3.2	3.2	8.0	i	-4.6
CC(C)c1ccc(/C=N/NC(=O)c2cccc(S(=O)(=O)N3CCOCC3)c2)cc1	-13.0%	6.9	0.5	0.1%	-1.21	-0.333	-0.661	0.733	-0.61	1185	i	-1.1	1110	4.2	1.4	14.6	i	0.8
Cc1ccc(NC(=O)C2OCCc3ccccc32)cc1Cl (stereo not drawn)	0.4%	21.5	6.8	2.9%	0.589	-0.205	0.585	-0.0573	-0.64	1425	i	0.4	1556	2.8	1.8	3.8	i	16.6
N/C(=N\OS(=O)(=O)c1ccc2ccccc2c1)c1ccccn1	-2.1%	-0.6	-13.1	-0.6%	-0.279	-0.154	-0.101	0.36	-0.31	1224	i	5.2	897	3.5	2.3	6.2	i	-9.7
N#C/C(=C\c1ccncc1)c1nc2c(s1)CCCC2	45.3%	7.7	6.4	3.7%	1.89	-0.336	1.28	-0.267	-0.48	1308	i	-4.0	1047	2.0	2.9	6.1	i	-1.0
Cc1cc2c(c(=O)n1CCc1ccccc1)C(C(C)C)C(C#N)=C(N)O2 (stereo not drawn)	5.3%	-4.6	4.1	5.1%	0.852	-0.00499	1.03	-0.28	0.54	1681	i	-1.8	1071	1.6	2.1	6.2	i	8.3
Cc1ccc(C)c(N2CCN(CCCNC(=O)Cn3cccc3C(=O)c3ccccc3C)CC2)c1	-6.2%	79.7*	48.0*	-2.0%	2.89	0.621	2.33	-2.5	-0.45	1140	i	-2.5	1109	2.3	1.2	2.4	+	10.0*
COc1cc(S(=O)(=O)N2CCCCC2)ccc1NC(=O)/C=C/c1ccccc1	31.2%	6.8	0.6	0.1%	0.641	-0.242	0.407	-0.633	-0.55	776	i	-2.2	1203	3.5	2.4	5.1	i	5.7
Cn1ncc(Cl)c1C(=O)NCc1ccc(Cl)cc1	-2.7%	-22.8	-19.5	-0.9%	-1.22	-0.152	-0.795	0.674	-0.25	1177	i	.	.	2.4	2.4	9.8	i	5.0
